BRCA1 expr act: BRCA1 expression activation. MCF7-BRCA1-FFLuc reporter, luminescence, 48 h; response scale: scaled: vehicle 0%, 10 µM genistein 100%. 380,000 tested, 1.1% active. Potency, µM (top dose mostly 46.1 µM), without a hit: top-dose activation, usual class: activators; further: potency means the concentration at half of the fitted maximal effect; nearly all actives have a fitted effect of over 80% in size; some results filed as inactive show a strong effect at the top dose
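MCF7 cells carrying a BRCA1-firefly luciferase reporter (2000 cells/well, phenol-red free MEM) were attached for 2 h at 37 °C, then given compounds for 48 h. Luminescence was read 15 min after luciferase reagent; activity normalized to genistein (10 microM) and DMSO.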
uPA generation: blocks generation of uPA at the cell surface; cell surface uPA generation assay, qHTS; Potency, µM (highest dose often 38.3 µM), for the others: at the top dose activity change, negative = inhibition, hits mostly inhibitors; 330,000 tested, 0.31% active; active means well fitted inhibition curve with a large enough effect; inconclusive means small, poorly fitted or top-dose-only effect; inactive means no such curve, though single readings can be large or run the other way; tested in mouse RAW 264.7 cells; further: potency means the concentration at half of the fitted maximal effect; on the % scale 0 is the no-effect control and ±100 the full control effect; nearly all actives have a fitted effect of over 55% in size
B2AR arrestin: recruits beta-arrestin to the human beta2-adrenergic receptor; P07550; beta-arrestin recruitment to beta2AR, cell-based reporter; Potency, µM (titrated, usually from 46.1 µM), without a hit: at the top dose activation, hits mostly activators; 330,000 tested, 0.02% active;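 further: potency means the concentration at half of the fitted maximal effect; 0% = DMSO controls and full agonism = EC100 isoproterenol or metaproterenol; nearly all actives have a fitted effect of over 65% in size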
p53 reactivator: re-activators of mutant p53. Potency, µM (titrated, usually from 92.2 µM), for the others: top-dose activity change, positive = activation, hits mostly activators. 320,000 tested, 0.063% active. H1299 p53-A138V BP100-luciferase reporter, luminescence, 24 h. AID 504706; further: potency means the concentration at half of the fitted maximal effect; % of control where 0% means no effect; nearly all actives have a fitted effect of over 45% in size
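p53-null H1299 cells stably carrying temperature-sensitive p53-A138V and a BP100-luciferase reporter were pinned with compounds (4-point, 1:5 series) and held 24 hrs at 37 deg C. Luminescence was read 10 min after detection reagent.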
TRPV1 ag: agonists of human vanilloid receptor 1 (TRPV1) | Q8NER1 | TRPV1-expressing cells, Fluo-8 calcium influx, agonist mode | activation, % at 8.33 µM | AID 540275 | 320,000 tested, 0.19% active; in the data active means activation above about 80%; inconclusive means between about 30% and that limit; further: 0% is about no effect
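Fluo-8 calcium influx in TRPV1-expressing cells, kinetic read (ex 480/em 520 nm). Compound added and read 3 min for agonist activity, followed by capsaicin at EC20 final and 2 min further read for enhancement.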
Eya2 inh: blocks the phosphatase activity of human Eya2. O00167. recombinant Eya2, OMFP fluorescence dephosphorylation (OMFP is methylfluorescein phosphate). 330,000 tested, 0.006% active. AID 488837. Potency, µM (highest dose often 76.9 µM), for the others: top-dose activity, negative = inhibition, actives largely listed as inhibitors; further: potency means the concentration at half of the fitted maximal effect; on the % scale 0 is the no-effect control and ±100 the full control effect
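Eya2 protein (added as 0.2 uM solution) was preincubated with compound for 10 min at ambient temperature in 50 mM HEPES pH 7.5, 50 mM NaCl, 5 uM MgCl2, 0.05% BSA, 1 mM DTT. OMFP (added at 50 uM) then reacted 10 min; fluorescence read at 485/525 nm.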
USP2a inh: inhibitors of human ubiquitin-specific protease USP2a; AID 463254; USP2 core, Ub-CHOP2 coupled fluorogenic reporter, 485/531; Potency, µM (doses to about 38.3 µM), without a hit: top-dose activity change, negative = inhibition, usual class: inhibitors; 330,000 tested, 0.01% active;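 further: potency means the concentration at half of the fitted maximal effect; plate controls were DMSO wells for no effect and full inhibition by NEM control for full effect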
Target sequence (O75604 whole entry, looked up): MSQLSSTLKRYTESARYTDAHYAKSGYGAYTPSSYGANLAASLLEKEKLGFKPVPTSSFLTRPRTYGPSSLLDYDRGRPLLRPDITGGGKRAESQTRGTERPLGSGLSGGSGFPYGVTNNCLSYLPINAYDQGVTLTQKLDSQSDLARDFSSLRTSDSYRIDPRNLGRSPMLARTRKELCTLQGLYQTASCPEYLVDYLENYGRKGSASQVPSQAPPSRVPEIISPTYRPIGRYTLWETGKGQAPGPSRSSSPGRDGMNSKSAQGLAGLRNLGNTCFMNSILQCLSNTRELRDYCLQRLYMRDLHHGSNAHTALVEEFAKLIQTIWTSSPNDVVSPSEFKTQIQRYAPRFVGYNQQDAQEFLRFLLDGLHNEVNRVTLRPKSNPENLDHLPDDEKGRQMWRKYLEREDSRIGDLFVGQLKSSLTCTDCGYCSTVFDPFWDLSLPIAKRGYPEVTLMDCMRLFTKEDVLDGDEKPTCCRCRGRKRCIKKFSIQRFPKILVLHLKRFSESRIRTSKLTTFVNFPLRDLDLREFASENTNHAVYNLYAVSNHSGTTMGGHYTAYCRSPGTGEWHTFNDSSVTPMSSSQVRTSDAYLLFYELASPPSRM
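USP2 core (10nM final) preincubated 30min RT with compound in 20mM Tris-HCl pH 8.0, 2mM CaCl2, 2mM beta-mercaptoethanol, 0.05% CHAPS; 25nM Ub-CHOP2 plus 25nM reporter substrate added, fluorescence (Ex485/Em531) read after 60min.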
Integrin act MD: activators of alpha7 integrin expression for muscular dystrophy | alpha7betagal myoblasts, beta-gal FDG fluorescence, 48 h | Potency, µM (highest dose often 38.3 µM), without a hit: top-dose activation, most hits filed as activators | 350,000 tested, 0.064% active | AID 624291;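 further: potency means the concentration at half of the fitted maximal effect; 100% = response of the positive control SU9516; nearly all actives have a fitted effect of over 60% in size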
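Alpha7betagal+/- myoblasts (passage 13) were plated 16-24 hr, then exposed to compounds (1:260 dilution of DMSO stock) for 48 hours at 37C. After MPER lysis, β-galactosidase reporter activity was read as FDG fluorescence (ex 480/em 540) after 30 minutes.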
ELG1 genotox: genotoxicity induction in ELG1-luciferase HEK293T cells | Potency, µM (top dose mostly 46 µM), without a hit: top-dose activity change, positive = activation, usual class: activators | AID 504466 | HEK293T ELG1-luciferase reporter, luminescence, 16 h | 330,000 tested, 1.3% active; further: potency means the concentration at half of the fitted maximal effect; % of control where 0% means no effect; nearly all actives have a fitted effect of over 60% in size
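Luminescence read-out: rising ELG1-luciferase signal, reflecting elevated ELG1 protein under genetic stress, flags genotoxic compounds. Cells were treated for 16 hr at 37 °C before ONE-Glo detection.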
PTAP TSG101 blk: blocks PTAP/TSG101 interaction to inhibit HIV-1 budding; Q99816; Fluorescence polarization, FITC-PTAP peptide / Tsg101 binding; Potency, µM (highest dose often 115 µM), inactives show top-dose activity change, negative = inhibition, actives largely listed as inhibitors; 340,000 tested, under 10 active; AID 493005; active means well fitted inhibition curve with a large enough effect in the main read-out, with a control signal flat, not every such curve was filed as active; inconclusive means small, poorly fitted or top-dose-only effect, or effect the other way, or a change in a side signal; inactive means no such curve, though single readings can be large or run the other way; further: potency means the concentration at half of the fitted maximal effect; % of control where 0% means no effect
Target sequence (Q99816 whole entry, looked up): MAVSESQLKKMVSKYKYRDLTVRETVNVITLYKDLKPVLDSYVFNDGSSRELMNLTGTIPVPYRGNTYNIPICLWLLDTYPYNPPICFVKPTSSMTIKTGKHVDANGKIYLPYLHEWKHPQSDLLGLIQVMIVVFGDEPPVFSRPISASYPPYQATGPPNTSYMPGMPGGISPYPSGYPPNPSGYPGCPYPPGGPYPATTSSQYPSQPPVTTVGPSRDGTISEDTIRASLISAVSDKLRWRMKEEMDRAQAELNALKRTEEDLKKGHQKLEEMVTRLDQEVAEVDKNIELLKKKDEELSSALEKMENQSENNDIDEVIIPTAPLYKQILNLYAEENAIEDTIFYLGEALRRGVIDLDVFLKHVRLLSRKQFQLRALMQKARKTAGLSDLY
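Compounds were pin-transferred onto Tsg101 binding domain (10 uM final) in HEPES pH 7.5 buffer, then FITC-PTAP peptide was added at 50 nM final. After 20 min at RT, polarization reported peptide displacement across a qHTS concentration series.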
S-ASM inh: human S-ASM enzyme inhibition | P17405 | placental ASM, HMU-PC fluorogenic substrate, 60 min | Potency, µM (highest dose often 57.5 µM), without a hit: top-dose activity change, negative = inhibition, hits mostly inhibitors | 340,000 tested, 0.006% active; further: potency means the concentration at half of the fitted maximal effect
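Fluorescence read-out (Ex 386 nm, Em 447 nm) after stopping the reaction at pH 10. Enzyme: ASM from human placenta; substrate HMU-PC0, 9 uM final; 60 min, 37 °C. Compound preincubation 10 min, ambient temperature.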
Starred values were filed as active, the others as inactive; i = inactive; ? = inconclusive; . = no result given; [ ] = another dose, or the depositor's remark. Unless noted, the call rests on the fitted dose curve; in most records, active means well fitted curve in the direction sought with a large enough effect; inconclusive means small, poorly fitted or top-dose-only effect, or another doubt; inactive means no such curve, though single readings can be large; an effect the other way counts as inactive or inconclusive.

Screens in order – BRCA1 expr act	uPA generation	B2AR arrestin	p53 reactivator	TRPV1 ag	Eya2 inh	USP2a inh	Integrin act MD	ELG1 genotox	PTAP TSG101 blk	S-ASM inh
> CCOC(=O)C1CCCN(C(=O)c2cccc(S(=O)(=O)N(C)c3c(C)n(C)n(-c4ccccc4)c3=O)c2)C1 (configuration not stated)
  1%	-5%	-0.7%	?	2	-19%	-8%	-22%	0%	-2%	2%
> CC(C)Oc1ccc(C(=O)NC(=S)Nc2ccc(CN3CCOCC3)cc2)cc1
  -11%	4%	-0.4%	-4%	7	-5%	2%	-17%	-4%	-1%	-1%
> CCC1=Nc2cc(C(=O)NCC3CCCO3)ccc2Sc2ccc(Cl)cc21 (configuration not stated)
  -36%	?	-1.5%	.	?	0%	5%	-57%[inhibitor]	.	-8%	-11%
> CCCN(CC(=O)Nc1cccc(S(N)(=O)=O)c1)CC(=O)Nc1ccc(F)c(F)c1F
  18%	-4%	0.0%	-2%	11	-7%	0%	-7%	0%	-3%	-2%
> COc1ccc(CNC(=O)Cn2cc3c(n2)CCCCC3)cc1
  8%	1%	-0.3%	2%	-5	-17%	0%	17%	-16%	-1%	-1%
> Cc1ccc(S(=O)(=O)N2CCN(Cc3cc(C(C)C)ccc3O)CC2)cc1
  -28%	8%	4.2%	23%	18	-9%	-15%	13%	-7%	-4%	3%
> O=C(CN1C(=O)COc2ccccc21)N1CCCC1
  23%	3%	-0.1%	.	4	2%	2%	-7%	-2%	-4%	1%
> C[C@@H]1CN(S(=O)(=O)C(C)(C)C)[C@H](CCO)/C1=C\c1ccccc1
  0%	15%	.	.	.	.	.	14%	.	-1%	5%
> COc1cccc(CC2(CO)CCCN(CC3=Cc4cc(OC)ccc4OC3)C2)c1 (configuration not stated)
  -26%	-1%	-0.4%	-4%	5	-15%	-1%	1%	-5%	1%	0%
> COC(=O)c1c(O)cc(=O)n2c1CCCCC2
  9%	-1%	-0.3%	-2%	0	10%	0%	-6%	3%	-4%	2%
> c1ccc2c(c1)nc1sccn12
  -1%	4%	0.0%	-3%	2	22%	-1%	8%	0%	-5%	2%
> Cc1ccc(C(C)(C)C)c(OCCCn2ccnc2)c1
  -24%	2%	4.9%	-3%	-4	-3%	-13%	-26%	-3%	-1%	0%
> COc1ccc(/C=N/NC(=O)Cc2csc(Nc3cccc(C(F)(F)F)c3)n2)cc1C
  -43%	6%	-0.1%	-6%	14	-19%	-8%	-21%	-9%	-4%	-24%
> Cc1cc(C(F)F)n2ncc(C(=O)NCc3ccccc3C(F)(F)F)c2n1
  -45%	3%	-1.1%	-4%	16	-3%	0%	-6%	0%	-2%	-8%
> O=C(CCN1CCCCC1)c1ccc2c(c1)OCCO2
  -6%	-20%	-0.6%	-14%	-2	18%	-1%	-59%[inhibitor]	0%	1%	-2%
> O=[N+]([O-])c1ccc(N2CCCCC2)c(-c2nn[nH]n2)c1
  -3%	.	0.1%	2%	-1	5%	0%	0%	-3%	0%	3%
> CC(C(=O)NC1CCCCC1)N1CCN(C)CC1 (configuration not stated)
  10%	-1%	0.0%	2%	-1	-7%	1%	9%	0%	-2%	3%
> CCC(=O)c1ccc(OCC(=O)OCC(=O)NC2CCCCCC2)cc1
  -5%	4%	-0.4%	0%	-1	3%	-1%	-15%	1%	-4%	0%
> COCCN(C(=O)C1CC1)c1nnc(-c2ccc(C)cc2)s1
  78%	-2%	0.0%	4%	22	5%	2%	12%	6%	-1%	0%
> C=CCC(NCc1ccccc1)c1ccc(C)o1 (configuration not stated)
  -6%	1%	.	.	.	.	.	20%	.	-1%	3%

Full records, looked up by structure. Order of values: BRCA1 expr act | uPA generation | B2AR arrestin | p53 reactivator | TRPV1 ag | Eya2 inh | USP2a inh | Integrin act MD | ELG1 genotox | PTAP TSG101 blk | S-ASM inh
CCC(=O)c1ccc(OCC(=O)OCC(=O)NC2CCCCCC2)cc1 reads -5% | 4% | -0.4% | 0% | -1 | 3% | -1% | -15% | 1% | -4% | 0%
c1ccc2c(c1)nc1sccn12 reads -1% | 4% | 0.0% | -3% | 2 | 22% | -1% | 8% | 0% | -5% | 2%

Back to the main list, starting 6 compounds before the break.
Screens in order – BRCA1 expr act	uPA generation	B2AR arrestin	p53 reactivator	TRPV1 ag	Eya2 inh	USP2a inh	Integrin act MD	ELG1 genotox	PTAP TSG101 blk	S-ASM inh
> O=C(CCN1CCCCC1)c1ccc2c(c1)OCCO2
  -6%	-20%	-0.6%	-14%	-2	18%	-1%	-59%[inhibitor]	0%	1%	-2%
> O=[N+]([O-])c1ccc(N2CCCCC2)c(-c2nn[nH]n2)c1
  -3%	.	0.1%	2%	-1	5%	0%	0%	-3%	0%	3%
> CC(C(=O)NC1CCCCC1)N1CCN(C)CC1 (configuration not stated)
  10%	-1%	0.0%	2%	-1	-7%	1%	9%	0%	-2%	3%
> CCC(=O)c1ccc(OCC(=O)OCC(=O)NC2CCCCCC2)cc1
  -5%	4%	-0.4%	0%	-1	3%	-1%	-15%	1%	-4%	0%
> COCCN(C(=O)C1CC1)c1nnc(-c2ccc(C)cc2)s1
  78%	-2%	0.0%	4%	22	5%	2%	12%	6%	-1%	0%
> C=CCC(NCc1ccccc1)c1ccc(C)o1 (configuration not stated)
  -6%	1%	.	.	.	.	.	20%	.	-1%	3%
> S=C(NC1CCCCC1)NN1CCCCCC1
  -9%	0%	.	.	.	.	.	8%	.	-1%	0%
> O=C(N/C(=C\c1ccccc1)C(=O)N1CCOCC1)c1ccco1
  2%	3%	-0.3%	-4%	-2	3%	5%	13%	-27%	-5%	-10%
> CCOC(=O)c1sc2nc(CC(=O)OC)nc(N(C)CCc3ccccn3)c2c1C
  7%	-6%	-1.1%	-3%	20	10%	15%	-21%	-4%	-1%	-1%
> COc1ccc(S(=O)(=O)Nc2cc(C)ccc2OC)cc1C
  -40%	-2%	-0.2%	-23%	3	-28%	-2%	3%	-2%	-4%	2%
> O=C(CCn1c(=O)oc2ccccc21)NCCC1=CCCCC1
  -1%	15%	-0.2%	-4%	1	-1%	3%	16%	0%	-1%	-1%
> COC(=O)c1ccc(N=c2sc(C(=O)OC)cc(=O)n2C)cc1
  6%	-12%	-0.8%	-2%	-2	-2%	-3%	1%	5%	-2%	-1%
> O=C1CC(N(CCc2ccccc2)C(=S)Nc2ccccc2)C(=O)N1c1ccc(Br)cc1 (configuration not stated)
  -91%	1%	3.3%	?	21	10%	-2%	-55%[inhibitor]	3%	0%	.
> Cn1c(SCCCC(=O)c2ccc(F)cc2)nnc1-c1ccncc1
  -21%	-2%	-0.4%	-5%	2	-12%	2%	-21%	-5%	2%	3%
> Cn1cnc(S(=O)(=O)NCc2ccc(Br)cc2)c1
  0%	0%	-0.2%	13%	-3	1%	2%	30%	-2%[9.26 µM]	-1%	1%
> CCc1ccc(S(=O)(=O)/N=C2\C=C(Nc3ccc(C(=O)O)cc3)C(=O)c3ccccc32)cc1
  -56%	2%	-0.1%	-17%	?	4%	-7%	-13%	-15%	-5%	2%
> CCC(=O)Nc1c(S(=O)(=O)c2ccccc2)c2nc3ccccc3nc2n1Cc1ccccc1
  -34%	1%	-0.8%	-7%	3	-2%	1%	16%	-5%	-3%	i
> O=C(O)c1cc(N2C(=O)C3C4C=CC(C4)C3C2=O)ccc1N1CCOCC1 (configuration not stated)
  -5%	-2%	-0.3%	2%	3	-10%	1%	8%	1%	-6%	-2%

Some of these compounds in order of their number in USP2a inh, largest number first.
SMILES	USP2a inh
O=C(O)c1cc(N2C(=O)C3C4C=CC(C4)C3C2=O)ccc1N1CCOCC1 (configuration not stated)	1%
COc1ccc(S(=O)(=O)Nc2cc(C)ccc2OC)cc1C	-2%
CCc1ccc(S(=O)(=O)/N=C2\C=C(Nc3ccc(C(=O)O)cc3)C(=O)c3ccccc32)cc1	-7%

Screening results: PubChem, National Center for Advancing Translational Sciences (NCATS)
